Screening results deposited in PubChem BioAssay by National Center for Advancing Translational Sciences (NCATS).
TrxR1 inh – qHTS Assay for Inhibitors of Mammalian Selenoprotein Thioredoxin Reductase 1 (TrxR1): qHTS; Thioredoxin reductase 1, cytoplasmic (Rattus norvegicus), O89049; recombinant rTrxR1, NADPH fluorescence consumption, selenite substrate; Potency, µM (doses to about 114 µM), for inactives: top-dose activity change, negative = inhibition, actives largely listed as inhibitors; 390,000 compounds, 1% hits; AID 588453, 2011; further: potency means the concentration at half of the fitted maximal effect; on the % scale 0 is the no-effect control and ±100 the full control effect; nearly all actives have a fitted effect of over 65% in size
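Rat TrxR1 (90 nM in the dispensed reagent) was pre-reduced with 400 uM NADPH for 5 min at room temperature, then incubated with compound for 15 min. After 400 uM selenite was added, NADPH fluorescence (Ex 340/Em 450 nm) was followed for 8 min.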
TRHR enhancer – qHTS for Small Molecule Agonists and Allosteric Enhancers of Human TRH Receptor: Primary Screen for Enhancers. TRHR cells, fluo-8 calcium fluorescence, EC20 TRH enhancement. enhancement, % at 2 µM. 360,000 compounds, 0.66% hits. AID 493056, 2011; in the data active means enhancement above about 30%; further: 0% is about no effect
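TRHR-expressing cells loaded with fluo-8 calcium dye were read kinetically (ex 480/em 530) during compound addition, then stimulated with an EC20 of TRH (10 nM final). Enhancement of the Gq-mediated intracellular calcium response was scored.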
USP1 inh – Inhibitors of USP1/UAF1: Primary Screen | 390,000 compounds, 0.23% hits | Potency, µM (highest dose often 57.1 µM), for the others: at the highest dose activity change, negative = inhibition, actives largely listed as inhibitors | Ubiquitin carboxyl-terminal hydrolase 1 (Homo sapiens), O94782 | recombinant USP1/UAF1, Ub-Rhodamine cleavage fluorescence; further: potency means the concentration at half of the fitted maximal effect; on the % scale 0 is the no-effect control and ±100 the full control effect; nearly all actives have a fitted effect of over 60% in size; inactives centre near -12
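In this screen, compounds sit with the deubiquitinase complex (1nM) for 15 min at room temperature before Ub-Rho is added at 150nM final. Fluorescence rise is then followed for 6 reads every 60 seconds.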
PI4K2A block – qHTS for small molecular inhibitors of PI4K2A. Phosphatidylinositol 4-kinase type 2-alpha (Homo sapiens), Q9BTU6. purified PI4K2A, ADP-Glo luminescence, 1 h; stronger effect = lower value. activity change, negative = inhibition, % at 76.9 µM. 420,000 compounds, 0.13% hits. AID 1346378, 2018; in the data active means activity change below about -50%;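 further: -100% = wells without enzyme as full effect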
Target sequence (Q9BTU6 whole entry, looked up): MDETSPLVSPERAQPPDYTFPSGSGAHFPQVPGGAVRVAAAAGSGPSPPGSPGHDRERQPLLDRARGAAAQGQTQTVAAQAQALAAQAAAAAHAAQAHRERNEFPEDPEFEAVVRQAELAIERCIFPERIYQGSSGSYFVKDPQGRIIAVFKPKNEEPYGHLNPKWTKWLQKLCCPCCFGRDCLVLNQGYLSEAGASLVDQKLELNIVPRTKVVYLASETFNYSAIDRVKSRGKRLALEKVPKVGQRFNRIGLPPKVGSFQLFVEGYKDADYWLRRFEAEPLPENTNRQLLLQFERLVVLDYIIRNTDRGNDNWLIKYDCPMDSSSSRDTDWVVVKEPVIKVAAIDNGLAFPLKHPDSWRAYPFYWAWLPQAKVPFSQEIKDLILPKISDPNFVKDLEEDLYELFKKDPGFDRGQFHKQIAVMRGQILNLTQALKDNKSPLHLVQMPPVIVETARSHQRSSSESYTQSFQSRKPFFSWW
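PI4K2A activity was measured by ADP-Glo luminescence: enzyme (4 ug/mL stock) and phosphatidylinositol (1.2 mM stock) in Tris pH 7.5/MgCl2/EGTA/Triton X-100 buffer were reacted with ATP (300 microM stock) for one hour at ambient temperature.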
TrxR1 substrate – qHTS Assay for Substrates of Mammalian Selenoprotein Thioredoxin Reductase 1 (TrxR1): qHTS; Thioredoxin reductase 1, cytoplasmic (Rattus norvegicus), O89049; 390,000 compounds, 0.01% hits; purified TrxR1 substrate turnover, NADPH consumption readout; Potency, µM (highest dose often 114 µM), inactives show top-dose activity change, negative = substrate turnover; further: potency means the concentration at half of the fitted maximal effect; on the % scale 0 is the no-effect control and ±100 the full control effect; nearly all actives have a fitted effect of over 50% in size
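Rat TrxR1, dispensed at 90 nM, was prereduced with 400 uM NADPH (final) for 5 min at ~22 deg C, then incubated with compound 15 min before 400 uM selenite. A first-read NADPH fluorescence drop versus no-compound background flagged substrates.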
D2 ag – HTS Assay for Allosteric Agonists of the Human D2 Dopamine Receptor: Primary Screen for Agonists. D(2) dopamine receptor (Homo sapiens), P14416. HEK293 T-REx D2 cells, calcium flux agonist mode. activation, % at 2 µM. 340,000 compounds, 0.53% hits. AID 485358, 2010;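 active means activation over 3 SD above normal in the single-dose calcium agonist read, cut at about 30% in these data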; further: 0% is about no effect
Target sequence (P14416 whole entry, looked up): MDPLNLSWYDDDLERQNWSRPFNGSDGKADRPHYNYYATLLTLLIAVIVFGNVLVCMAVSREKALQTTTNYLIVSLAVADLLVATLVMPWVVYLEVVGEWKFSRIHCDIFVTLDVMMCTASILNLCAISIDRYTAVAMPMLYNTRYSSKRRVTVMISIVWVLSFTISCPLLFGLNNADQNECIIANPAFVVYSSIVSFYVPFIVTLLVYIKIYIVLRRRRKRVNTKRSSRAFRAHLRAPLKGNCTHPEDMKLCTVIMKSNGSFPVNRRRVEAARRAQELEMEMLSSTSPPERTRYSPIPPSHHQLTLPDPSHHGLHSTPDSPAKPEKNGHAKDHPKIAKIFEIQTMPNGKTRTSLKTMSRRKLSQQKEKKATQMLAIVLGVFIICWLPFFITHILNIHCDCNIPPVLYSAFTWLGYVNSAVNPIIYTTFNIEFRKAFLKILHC
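HEK293 Trex D2 cells, tetracycline-induced, o/n 30 C 5% CO2; no-wash Ca dye, RT 30–90 min; 10-cycle baseline, 23 nl cpd added, kinetic Ca read 180 s; agonist hits = positive Ca response.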
IDH1 R132H inh – qHTS for Inhibitors of mutant isocitrate dehydrogenase 1 (IDH1): qHTS; 390,000 compounds, 0.093% hits; IDH1-R132H enzyme, NADPH consumption, diaphorase/resazurin fluorescence; AID 602179, 2012; Potency, µM (titrated, usually from 76.6 µM), without a hit: at the top dose activity change, negative = inhibition, most hits filed as inhibitors; Isocitrate dehydrogenase [NADP] cytoplasmic (Homo sapiens), O75874; further: potency means the concentration at half of the fitted maximal effect; on the % scale 0 is the no-effect control and ±100 the full control effect; nearly all actives have a fitted effect of over 65% in size
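IDH1-R132H (0.5 ug/mL) preincubated 30 min with compound, then NADPH (0.016 mM) and alpha-KG (2 mM) added; 80 min at RT, pH 7.5. Remaining NADPH coupled via diaphorase/resazurin to fluorescence (540/590 nm); concentration-response curves normalized to no-enzyme control.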
D2 antag – HTS Assay for Allosteric Antagonists of the Human D2 Dopamine Receptor: Primary Screen for Antagonists; D(2) dopamine receptor (Homo sapiens), P14416; HEK293 TREx D2 cells, calcium flux, dopamine EC80; inhibition, % at 10 µM; 340,000 compounds, 2% hits; AID 485344, 2010; in the data active means inhibition above about 30%; further: 0% is about no effect
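Measurement of antagonist activity uses fluorescent calcium dye in inducible HEK293 T-REx D2 cells: 10 s baseline, compound addition with 180 s read, EC80 dopamine addition with a further 180 s read.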
TRHR agonist – qHTS for Small Molecule Agonists and Allosteric Enhancers of Human TRH Receptor: Primary Screen for Agonists; Thyrotropin-releasing hormone receptor (Homo sapiens), P34981; TRHR cells, calcium flux fluo-8, FDSS agonist mode; activation, % at 2 µM; 360,000 compounds, 0.18% hits; AID 493084, 2011; in the data active means activation above about 30%; further: 0% is about no effect
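TRHR-expressing cells loaded with fluo-8 calcium dye; 23 nL library compound pin-transferred, kinetic FDSS fluorescence (Ex 480/Em 530) recorded about 180 s for agonist-induced calcium release, before a 10 nM TRH EC20 addition for potentiator mode.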
* = called active by the depositor; [ ] = another dose, or the depositor's remark. Unless noted, the call rests on the fitted dose curve; in most records, active means well fitted inhibition curve with a large enough effect; inconclusive means small, poorly fitted or top-dose-only effect; inactive means no such curve, though single readings can be large or run the other way.

For CCC(C)(C)C1CCC2(CC1)NC(=O)N(CC(=O)N1CCN(C(=O)c3ccco3)CC1)C2=O (stereo unspecified) the results were TrxR1 inh 7%, TRHR enhancer 2, USP1 inh -6%, PI4K2A block 0, TrxR1 substrate -1%, D2 ag -0.2, IDH1 R132H inh 0%, D2 antag -3 and TRHR agonist 0.2.
For O=C(NCc1ccccn1)c1cccc([N+](=O)[O-])c1 the results were TrxR1 inh 17%, TRHR enhancer 0, USP1 inh -3%, PI4K2A block 1, TrxR1 substrate 3%, IDH1 R132H inh 3% and TRHR agonist 0.4.
O=C(NCCc1csc(-c2cccnc2)n1)c1c(F)cccc1F was read as TrxR1 inh 22%, TRHR enhancer 9, USP1 inh -18%, PI4K2A block 15, TrxR1 substrate 13%, D2 ag -0.6, IDH1 R132H inh 5%, D2 antag 11 and TRHR agonist -0.6.
For COc1cc(C(=O)Nc2ccccc2N2CCOCC2)ccc1OCc1c(C)noc1C the results were TrxR1 inh -6%, TRHR enhancer 14, USP1 inh -11%, PI4K2A block 5, TrxR1 substrate -8%, D2 ag -0.1, IDH1 R132H inh -1%, D2 antag -2 and TRHR agonist 0.0.
For Cc1c(C(=O)O)c(C(=O)O)nc2ccc(N3CCOCC3)cc12 the results were TRHR enhancer 4, D2 ag 2.3, D2 antag -5 and TRHR agonist -0.1.
For NC(=O)CSc1nc2ccccc2n1-c1ccccc1 the results were TrxR1 inh 22%, TRHR enhancer 5, USP1 inh -2%, PI4K2A block -1, TrxR1 substrate -3%, D2 ag 1.4, IDH1 R132H inh 4%, D2 antag -4 and TRHR agonist -0.4.
`O=C(CC1SC2=NCCN2C1=O)Nc1ccc(Br)cc1` (stereo unspecified) gave TrxR1 inh 5%, TRHR enhancer -2, USP1 inh -2%, PI4K2A block -2, TrxR1 substrate 3%[57.1 µM], D2 ag -1.5, IDH1 R132H inh 1%, D2 antag -19 and TRHR agonist 0.1.
Screening O=C(NC1CCCCC1)C(c1cccs1)N(CC1CCCO1)C(=O)c1csnn1 (stereo unspecified) returned TrxR1 inh 12%, TRHR enhancer 10, USP1 inh -6%, PI4K2A block 1, TrxR1 substrate 4%[57.1 µM], D2 ag -1.5, IDH1 R132H inh 5%, D2 antag -21 and TRHR agonist -0.4.
`Cc1ccccc1C(=O)Oc1ccc2ccc(O)cc2c1` gave TrxR1 inh 15%, TRHR enhancer 14, USP1 inh -9%, PI4K2A block -3, TrxR1 substrate 2%, D2 ag -3.3, IDH1 R132H inh 7%, D2 antag 1 and TRHR agonist 0.0.
`Cc1ccc(C)c(CN2CCC(CNC(=O)Nc3ccc(C)c(C)c3)CC2)c1` gave TrxR1 inh 4%, TRHR enhancer -8, USP1 inh -23%, PI4K2A block 0, TrxR1 substrate -2%, D2 ag -0.2, IDH1 R132H inh -5%, D2 antag -16 and TRHR agonist 0.9.
For CC(=O)c1cccc(NC(=O)CN2C(=O)c3ccccc3Sc3ncccc32)c1 the results were TrxR1 inh 16%, TRHR enhancer 4, USP1 inh -21%, PI4K2A block 2, TrxR1 substrate -1%, D2 ag 0.3, IDH1 R132H inh -3% and TRHR agonist 0.0.
`Cc1nn(C)c(C)c1CN(C(=O)CCc1nnc(Cc2c[nH]c3ccccc23)o1)C(C)C` gave TrxR1 inh -11%, TRHR enhancer 1, USP1 inh -1%, PI4K2A block 3, TrxR1 substrate -4%, D2 ag 0.0, IDH1 R132H inh -1%, D2 antag 2 and TRHR agonist 0.4.
Screening COc1ccc(-c2noc(CSc3nnc(Cc4ccccc4)n3-c3ccc(Cl)cc3)n2)cc1 returned TrxR1 inh 16%, TRHR enhancer -1, USP1 inh -16%, PI4K2A block 1, TrxR1 substrate 3%, D2 ag 2.5, IDH1 R132H inh 4%, D2 antag 3 and TRHR agonist 2.2.
Screening COc1ccc(C(C#N)N2CCCCCC2)cc1OC (stereo unspecified) returned TrxR1 inh -2%, TRHR enhancer 24, USP1 inh -21%, PI4K2A block 5, TrxR1 substrate 0%, D2 ag 0.1, IDH1 R132H inh 2%, D2 antag -8 and TRHR agonist 0.7.
`C[C@H](CO)N1C[C@H](C)[C@@H](CN(C)Cc2ccc(-c3ccccc3)cc2)Oc2c(NS(=O)(=O)c3ccccc3)cccc2C1=O` gave TrxR1 inh -12%, USP1 inh 19%, PI4K2A block -4, TrxR1 substrate -13% and IDH1 R132H inh 2%.

Molecules listed so far that contain an aryl thioether with sulfur outside any ring:
For NC(=O)CSc1nc2ccccc2n1-c1ccccc1 the results were TrxR1 inh 22%, TRHR enhancer 5, USP1 inh -2%, PI4K2A block -1, TrxR1 substrate -3%, D2 ag 1.4, IDH1 R132H inh 4%, D2 antag -4 and TRHR agonist -0.4.
Screening COc1ccc(-c2noc(CSc3nnc(Cc4ccccc4)n3-c3ccc(Cl)cc3)n2)cc1 returned TrxR1 inh 16%, TRHR enhancer -1, USP1 inh -16%, PI4K2A block 1, TrxR1 substrate 3%, D2 ag 2.5, IDH1 R132H inh 4%, D2 antag 3 and TRHR agonist 2.2.

Remaining list, next part.
COCCCNC(=S)Nc1ccc(C)cc1 was read as TrxR1 inh -18%, TRHR enhancer -7, USP1 inh -7%, PI4K2A block 5, TrxR1 substrate 3%, D2 ag 0.4, IDH1 R132H inh -9%, D2 antag -12 and TRHR agonist 0.6.
`N#CCN1CCC/C1=C\[N+](=O)[O-]` gave TrxR1 inh -7%, TRHR enhancer 3, USP1 inh -1%, PI4K2A block 0, TrxR1 substrate -11%, D2 ag 0.1, IDH1 R132H inh 1%, D2 antag 6 and TRHR agonist 0.5.
Screening Cn1c(=O)c2c(nc(N/N=C/c3ccco3)n2C)n(C)c1=O returned TrxR1 inh 0%[57.1 µM], TRHR enhancer 2, USP1 inh -14%, PI4K2A block -10, TrxR1 substrate -4%[57.1 µM], D2 ag -0.1, IDH1 R132H inh 8%, D2 antag 52* and TRHR agonist -0.1.
For Cc1ccc(C)c(NC(=S)N/N=C2/CCCCc3ccccc32)c1 the results were TrxR1 inh 5%[57.1 µM], TRHR enhancer -12, USP1 inh -12%, PI4K2A block 1, TrxR1 substrate -15%, D2 ag 6.6, IDH1 R132H inh -1%, D2 antag 15 and TRHR agonist 1.3.
O=S(=O)(Nc1nc(-c2ccccc2)cs1)c1cc(Cl)ccc1Cl was read as TrxR1 inh -4%[57.1 µM], TRHR enhancer -5, USP1 inh -8%, PI4K2A block 5, TrxR1 substrate 3%[57.1 µM], D2 ag 0.4, IDH1 R132H inh 5%, D2 antag 2 and TRHR agonist 1.3.
`COCCCNC(=O)CCc1nnc(Cc2ccc(-c3ccccc3)cc2)o1` gave TrxR1 inh -4%, TRHR enhancer -7, USP1 inh -10%, PI4K2A block 3, TrxR1 substrate -4%, D2 ag -1.5, IDH1 R132H inh 0%, D2 antag -7 and TRHR agonist 0.4.
For CN(C)c1nc(-c2ccccc2)ns1 the results were TrxR1 inh 19%, TRHR enhancer -2, USP1 inh -12%, PI4K2A block 1, TrxR1 substrate 7%, D2 ag 1.0, IDH1 R132H inh -4%, D2 antag 5 and TRHR agonist 0.1.
CCOC(=O)c1c(NC(=O)COc2ccccc2C#N)sc2c1CC(C)(C)NC2(C)C was read as TrxR1 inh 1%, TRHR enhancer 0, USP1 inh -3%, PI4K2A block 0, TrxR1 substrate -2%, D2 ag 0.0, IDH1 R132H inh -1%, D2 antag -14 and TRHR agonist 1.9.
Screening Cc1ccc(S(=O)(=O)n2cnc3ccccc32)cc1[N+](=O)[O-] returned TrxR1 inh -3%[2.29 µM], TRHR enhancer 1, USP1 inh -6%, PI4K2A block -3, TrxR1 substrate 1%[57.1 µM], IDH1 R132H inh -2% and TRHR agonist -0.6.
Cc1ccc(NC(=O)NC(=O)CN2CCN(c3ccc(O)cc3)CC2)c(C)c1 was read as TrxR1 inh 8%, TRHR enhancer -4, USP1 inh -25%, PI4K2A block 1, TrxR1 substrate 1%, D2 ag 0.2, IDH1 R132H inh -5%, D2 antag 7 and TRHR agonist -0.4.
O=C(NCc1ccccn1)c1ccc(Cl)c(S(=O)(=O)N2CCCCCC2)c1 was read as TrxR1 inh -17%, TRHR enhancer -5, USP1 inh -4%, PI4K2A block -2, TrxR1 substrate -7%, D2 ag 4.6, IDH1 R132H inh -2%, D2 antag 9 and TRHR agonist -0.3.
Screening COC(=O)c1ccc(C(=O)OC)c(NC(=S)N2CCN(C)CC2)c1 returned TrxR1 inh -14%, TRHR enhancer -1, USP1 inh -13%, PI4K2A block 1, TrxR1 substrate 7%, D2 ag 0.0, IDH1 R132H inh -1%, D2 antag 0 and TRHR agonist -0.6.
Screening COc1cccc(CN2C(=O)C3CCCN3c3ccc(S(=O)(=O)N4CCOCC4)cc32)c1 (stereo unspecified) returned TRHR enhancer 10, D2 ag -0.2, D2 antag 4 and TRHR agonist 1.0.

Rows were taken by chance, and some 3.9% of all compounds hit somewhere here.
